Compound activity as filed in PubChem.
ABHD5 PLIN5 PPI – ABHD5-PLIN5 interaction inhibitors, primary screen, cell lysate, split luciferase complementation, luminescence. AID 602281, 2012. 360,000 compounds, 0.78% hits. inhibition, % at 4 µM. Split G. princeps luciferase complementation, 4 h. Perilipin-5 (Homo sapiens) + 1-acylglycerol-3-phosphate O-acyltransferase ABHD5 (Homo …;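 active = inhibition above the mean inhibition across every tested compound plus 3 SD, cut at about 22% in these data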;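 also: 0% = DMSO only wells and the 100% control is not disclosed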
SRC3 inh – SRC3 coactivator transcriptional activity inhibitors, primary screen, cell-based, luminescence | Nuclear receptor coactivator 3 (Homo sapiens), Q9Y6Q9 | HEK293 GAL4-SRC3 luciferase reporter | inhibition, % at 3.6 µM | 360,000 compounds, 0.17% hits | AID 588352, 2011;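 active = inhibition above a per-campaign cutoff, the mean of all compounds plus 3 SD, cut at about 60% in these data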;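 also: 0% = DMSO-treated cells and 100% = gossypol-treated cells at 36 µM; higher means less SRC3-driven luciferase light from the GAL4 reporter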
TWEAK Fn14 block – inhibitors of TWEAK-Fn14 signaling, primary screen, luciferase reporter cells, uHTS | inhibition, % at 10 µM | AID 1159606, 2016 | TWEAK-stimulated Fn14 reporter cells, luciferase luminescence, 8 h | 360,000 compounds, 2% hits; in the data active = inhibition above about 50%
NOD2-RIPK2 inh – NOD2-RIPK2 binding disruptors in cells, primary screen, fluorescence, CHO cells, BLA complementation; Receptor-interacting serine/threonine-protein kinase 2 (Homo sapiens), O43353; CCF4 ratio; inhibition, % at 4.98 µM; 360,000 compounds, 0.38% hits; in the data active = inhibition above about 21%;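 also: 0% = vehicle only and 100% = reference blocker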
TLR9-MyD88 inh – inhibitors of TLR9-MyD88 association in cells, primary screen, cell-based, CHO, BLA complementation, fluorescence. Toll-like receptor 9 (Homo sapiens) + Myeloid differentiation primary response protein …. CCF4 FRET ratio. inhibition, % at 4.98 µM. 340,000 compounds, 0.21% hits. AID 504734, 2011;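 active = inhibition above the mean over all tested compounds plus 3 SD, cut at about 21% in these data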;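 also: 0% = DMSO only wells and 100% = clavulanate BLA inhibitor control wells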
Target sequence (Q99836 whole entry, looked up): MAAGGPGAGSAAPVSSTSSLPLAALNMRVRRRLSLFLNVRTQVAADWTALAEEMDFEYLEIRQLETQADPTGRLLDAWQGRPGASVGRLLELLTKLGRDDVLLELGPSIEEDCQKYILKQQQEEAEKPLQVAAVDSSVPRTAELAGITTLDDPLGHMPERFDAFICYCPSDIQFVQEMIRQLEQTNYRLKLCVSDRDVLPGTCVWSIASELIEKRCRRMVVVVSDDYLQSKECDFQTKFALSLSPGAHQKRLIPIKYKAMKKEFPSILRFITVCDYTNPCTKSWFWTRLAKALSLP
Target sequence (Q9NR96 whole entry, looked up): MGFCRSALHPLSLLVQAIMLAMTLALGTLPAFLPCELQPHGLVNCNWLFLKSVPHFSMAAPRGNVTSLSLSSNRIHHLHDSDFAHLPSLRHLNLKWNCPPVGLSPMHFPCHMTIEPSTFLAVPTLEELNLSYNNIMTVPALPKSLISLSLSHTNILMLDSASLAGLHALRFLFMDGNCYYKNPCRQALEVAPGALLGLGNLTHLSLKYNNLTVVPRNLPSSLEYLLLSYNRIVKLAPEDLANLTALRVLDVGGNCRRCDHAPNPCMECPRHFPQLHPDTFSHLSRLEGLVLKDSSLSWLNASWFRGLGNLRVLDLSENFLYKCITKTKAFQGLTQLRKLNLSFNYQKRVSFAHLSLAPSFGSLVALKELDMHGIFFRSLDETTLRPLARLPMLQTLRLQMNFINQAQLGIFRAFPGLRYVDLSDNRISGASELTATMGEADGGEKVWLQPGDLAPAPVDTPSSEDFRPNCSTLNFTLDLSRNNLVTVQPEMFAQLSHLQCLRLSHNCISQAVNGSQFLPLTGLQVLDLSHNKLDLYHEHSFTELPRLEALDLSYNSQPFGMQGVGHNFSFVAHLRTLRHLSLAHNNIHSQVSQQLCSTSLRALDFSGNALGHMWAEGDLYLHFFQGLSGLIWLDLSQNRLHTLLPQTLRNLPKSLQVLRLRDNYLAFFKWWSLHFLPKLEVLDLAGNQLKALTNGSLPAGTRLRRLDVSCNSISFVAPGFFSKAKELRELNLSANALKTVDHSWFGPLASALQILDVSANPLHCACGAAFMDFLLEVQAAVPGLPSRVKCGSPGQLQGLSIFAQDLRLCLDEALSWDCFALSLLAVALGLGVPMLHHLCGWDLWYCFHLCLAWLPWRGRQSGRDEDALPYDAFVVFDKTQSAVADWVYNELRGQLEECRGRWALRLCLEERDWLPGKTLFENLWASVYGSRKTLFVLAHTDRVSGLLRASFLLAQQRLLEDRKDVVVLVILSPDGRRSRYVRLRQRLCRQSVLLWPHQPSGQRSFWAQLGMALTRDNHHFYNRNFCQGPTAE
Exocytosis inh – LAMP-1 surface exposure blockers, TALL-104 cells – cell-based, flow cytometry, MLPCN library, primary screen | TALL-104 LAMP-1 surface exposure; cells stimulated with thapsigargin and PMA | inhibition, % at 10 µM | 360,000 compounds, 0.66% hits | AID 651702, 2012;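 active = inhibition above about 55%, limit read from the data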
TROY signal inh – inhibitors of TROY-driven NF-kB signaling, primary screen, Q293 LMP1-TROYcd cells, NF-kB luciferase, uHTS | AID 1347056, 2019 | Q293 LMP1-TROYcd NF-kB luciferase reporter, 4 h | inhibition, % at 10 µM | 360,000 compounds, 0.98% hits;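 active = compounds whose plate-normalised and pattern-corrected inhibition of the luciferase reporter signal at the single screening dose is 50% or more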
SRC1 inh – SRC1 coactivator transcriptional activity inhibitors, primary screen, cell-based, luminescence. inhibition, % at 3.6 µM. HEK293 GAL4-SRC1 luciferase reporter. 360,000 compounds, 0.12% hits;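 active = inhibition above the campaign mean plus 3 SD, with each screening campaign given its own cutoff, cut at about 60% in these data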;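 also: 0% = DMSO treated cells and 100% = gossypol at 36 µM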
SRC2 inh – inhibition of GAL4-SRC2 driven luciferase reporter, primary screen, SRC2 inhibitor project, cell-based, luminescence; 370,000 compounds, 0.17% hits; HEK293 GAL4-SRC2 luciferase reporter; inhibition, % at 9 µM; AID 651957, 2012; Nuclear receptor coactivator 2 (Homo sapiens), Q15596;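 active = inhibition above the mean inhibition of all tested compounds plus 3 SD, set per campaign, cut at about 52% in these data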;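 also: 0% = DMSO treated cells and 100% = cells given Gossypol at 36 µM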
NR2F2 inh – NR2F2 transcriptional activity inhibitors, primary screen, cell-based, luciferase reporter, HEK293T, luminescence; COUP transcription factor 2 (Homo sapiens), P24468; HEK293T NGFI-A luciferase reporter; inhibition, % at 8.6 µM; 370,000 compounds, 0.7% hits;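 active = inhibition above a per-plate cutoff, mean inhibition of test wells between control levels plus 3 SD, cut at about 38% in these data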;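 also: cells cotransfected with COUP-TFII expression vector driving the NGFI-A reporter; 0% = median of COUP-TF2 test wells and 100% = reporter-only cells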
LRH-1 inv ag – LRH-1 (NR5A2) inverse agonists, primary screen, cell-based, luminescence, HEK293T, StAR-luciferase reporter | Nuclear receptor subfamily 5 group A member 2 (Homo sapiens), O00482 | LRH-1 transfected, 24 h | inhibition, % at 3.6 µM | 360,000 compounds, 0.13% hits | AID 602396, 2012;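 active = inhibition above the mean inhibition of all tested compounds plus 3 SD, cut at about 73% in these data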;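 also: 0% = DMSO wells and 100% = reporter-only cells lacking LRH-1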
* marks the source's active call; other numbers are inactive results; nt = not tested or not shown; & = joins results of further samples.

1. COCCCN1C(=O)C(=O)/C(=C(/O)c2ccc3c(c2)CC(C)O3)C1c1cccnc1 (stereo not given)
2. CCc1nc(SCC(=O)Nc2ccnc3ccccc23)n[nH]1
3. Cc1ccc(C(=O)N(C)CC(=O)Nc2ccc(Cl)c(C(F)(F)F)c2)cc1S(=O)(=O)N1CCCCC1
4. CC(C1CC1)N(Cc1ccccc1)C(=O)NC(=O)c1ccc(F)cc1 (stereo not given)
5. CCc1cc2c(SCC#N)ncnc2s1
6. CCOc1ccc(OCC)c(NC(=O)CSc2nnc(Cn3cnc4ccccc43)n2C)c1
7. COc1ccc(-n2c(C)c(C(C)=O)c3cc(OCC(N)=O)ccc32)cc1
8. CC1CN(C(=O)c2ccc(NS(=O)(=O)c3cccc(Cl)c3)cc2)CC(C)O1 (stereo not given)
9. NC(=O)CSc1nnc(COc2ccc3ccccc3c2)o1
10. CCOC(=O)c1cnn(-c2cc(C)nc3c(-c4ccccc4)cnn23)c1N
Compound	1	2	3	4	5	6	7	8	9	10
ABHD5 PLIN5 PPI	10	-4	-14	3	2	12	2	0	2	12
SRC3 inh	-8	7	15	12	17	16	22	24	6	2
TWEAK Fn14 block	11	9	16	4	3	-7	13	2	9	6
NOD2-RIPK2 inh	2	18	-5	-1	15	-7	-10	0	0	-6
TLR9-MyD88 inh	-7	-3	6	11	2	-6	1	-7	-2	10
Exocytosis inh	-3	-1	0	-1	-1	0	0	-4	-6	-3
TROY signal inh	9	6	30	7	9	6	16	2	-27	29
SRC1 inh	11	3	-2	-22	7	6	-1	3	2	7
SRC2 inh	-10	-3	-2	-11	2	-21	-5	13	7	-40
NR2F2 inh	-10	24	15	4	18	15	18	-2	19	0
LRH-1 inv ag	12	18	7	-7	1	3	12	11	2	-3

3 entries from above, sorted by number of heavy atoms, highest first:
1. COCCCN1C(=O)C(=O)/C(=C(/O)c2ccc3c(c2)CC(C)O3)C1c1cccnc1 (stereo not given)
10. CCOC(=O)c1cnn(-c2cc(C)nc3c(-c4ccccc4)cnn23)c1N
2. CCc1nc(SCC(=O)Nc2ccnc3ccccc23)n[nH]1
Compound	1	10	2
ABHD5 PLIN5 PPI	10	12	-4
SRC3 inh	-8	2	7
TWEAK Fn14 block	11	6	9
NOD2-RIPK2 inh	2	-6	18
TLR9-MyD88 inh	-7	10	-3
Exocytosis inh	-3	-3	-1
TROY signal inh	9	29	6
SRC1 inh	11	7	3
SRC2 inh	-10	-40	-3
NR2F2 inh	-10	0	24
LRH-1 inv ag	12	-3	18

(continued)
11. CCOc1ccccc1CNCc1ccc(F)cc1
12. O=C(Nc1cc(S(=O)(=O)N2CCOCC2)ccc1O)c1ccc(NS(=O)(=O)c2ccc(Cl)s2)cc1
13. CCn1cc2nc(SCC(=O)Nc3ccc(OC)c(OC)c3)n(Cc3ccc(OC)cc3)c(=O)c2n1
14. COc1ccc(CC(=O)OCC(=O)Nc2ccc(Cl)c(S(=O)(=O)N(C)C)c2)cc1
15. CC(=O)c1ccc(OCc2cc(C(=O)N3CCCCC3c3cccnc3)no2)cc1 (stereo not given)
16. COc1ccc(C(=O)CCC(=O)N2CCN(c3ccc(C)cc3)C(C)C2)cc1 (stereo not given)
17. CC(=O)N(Cc1cccc(Br)c1)c1ccc(N2CCOCC2)c(Cl)c1
18. C=CCOc1ccc(C2C(C(=O)c3cccs3)=C(O)C(=O)N2c2nnc(C)s2)cc1 (stereo not given)
19. CC1CCCCN1S(=O)(=O)c1ccc(C(=O)Nc2ccccc2-c2nc3ccccc3s2)cc1 (stereo not given)
20. Cc1ccccc1-n1c(=O)cc(NCc2ccc3c(c2)OCO3)[nH]c1=O
Compound	11	12	13	14	15	16	17	18	19	20
ABHD5 PLIN5 PPI	-5	-1	13	-1	1	-3	-3	-8	6	5
SRC3 inh	24	8	-13	0	-24	9	8	-24	-8	-3
TWEAK Fn14 block	-10	2	-5	10	-13	3	-6	-8	16	-7
NOD2-RIPK2 inh	-6	2	-1	-3	0	-3	1	-9	-9	2
TLR9-MyD88 inh	8	-5	-1	-1	7	-5	-8	-5	-1	1
Exocytosis inh	-2	-1	0	-4	4	-3	-3	-2	-7	2
TROY signal inh	24	8	-17	19	-21	14	27	-58	-3	11
SRC1 inh	-9	1	3	-12	-26	3	-12	-34	-9	5
SRC2 inh	7	0	11	15	-68	-22	4	-9	-31	-3
NR2F2 inh	5	5	-23	15	7	-33	15	-5	-23	0
LRH-1 inv ag	4	7	-6	-7	-72	-2	11	-26	-12	21

21. CCC1(c2ccccc2)NC(=O)N(CC(=O)Nc2cccnc2Cl)C1=O (stereo not given)
22. O=C(CSc1nccc(=O)[nH]1)NC1CCCCCCC1
23. COC(=O)c1ccc(/C=C/c2c(-c3ccsc3)sc3ccccc23)cc1
24. CC(N=C(NC#N)Nc1ccncc1)C(C)(C)C (stereo not given)
25. CCOC(=O)N1CCN(S(=O)(=O)N2CCCC(C(=O)NCCCN3CCCCC3CC)C2)CC1 (stereo not given)
26. CCn1c(CNC(=O)COc2ccc(C(C)C)cc2)nnc1SCC(=O)Nc1ccc(F)cc1
27. Cc1ccc(N2C(=O)CC(Sc3nc4ccccc4o3)C2=O)cc1Cl (stereo not given)
28. COc1cc2nc(Cl)nc(NCCO)c2cc1OC
29. CC(OC(=O)CCNS(=O)(=O)c1ccc(Cl)cc1)C(=O)N(C)Cc1ccccc1 (stereo not given)
30. O=C(Nc1ccccc1)/C(=C/c1ccc(O)cc1)NC(=O)c1ccco1
Compound	21	22	23	24	25	26	27	28	29	30
ABHD5 PLIN5 PPI	-3	6	-9	7&2	-5	-2	13	1	-1	7
SRC3 inh	2	2	-2	13&-5	8	7	9	-4	-4	-7
TWEAK Fn14 block	6	-2	-4	5&-23	-3	20	-13	-6	-14	13
NOD2-RIPK2 inh	-8	-2	3	-4&-12	0	1	9	0	-5	-1
TLR9-MyD88 inh	-1	-4	2	0&5	5	-6	-9	3	5	6
Exocytosis inh	9	9	-7	-3&-2	-3	1	1	4	-1	-2
TROY signal inh	-10	-25	-8	-1&2	-13	26	-11	-5	9	1
SRC1 inh	5	-5	4	11&7	-4	-28	-14	-9	-15	4
SRC2 inh	-12	-3	-12	-2&-3	6	2	8	1	2	9
NR2F2 inh	5	-12	-2	-9&-12	-2	9	6	-19	3	0
LRH-1 inv ag	8	-19	-5	8&11	-16	3	-9	3	-6	0

31. Cc1ccc(C(=O)CSc2nc3ccccc3o2)cc1
32. CCOC(=O)c1c(NC(NC(=O)C(C)C)C(Cl)(Cl)Cl)sc2c1CCC2 (stereo not given)
33. Cc1ccc2cc(CN(CCCN(C)C)C(=O)NCc3ccccc3)c(=O)[nH]c2c1C
34. CCOC(=O)c1c(C)[nH]c(C(=O)COC(=O)CNC(=O)C2CCCCC2)c1C
35. CN(CC(=O)Nc1ccc(F)c(Cl)c1)S(=O)(=O)c1cccc2nsnc12
36. Cc1ccc2nc(N(CCCN(C)C)C(=O)CCc3ccccc3)sc2c1
37. CCN(CC)C(=O)Cn1cc(C(=O)C(=O)NCCCN2CCOCC2)c2ccccc21
38. O=C(Nc1ccc(-c2cn3c(n2)SCC3)cc1)c1ccco1
39. CN(C)c1c2ccccc2nc2c(F)c(F)c(F)c(F)c12
40. O=C(CN1CCOc2ccccc21)NC1CCCCCCC1
41. Cc1ccc(S(=O)(=O)N(C)CC(=O)OCC(=O)c2c(N)n(C)c(=O)n(C)c2=O)cc1
Compound	31	32	33	34	35	36	37	38	39	40	41
ABHD5 PLIN5 PPI	0	0	9	1	2	22*	-4	-7	4	-1	4
SRC3 inh	-2	-4	25	9	11	11	-25	-44	-35	-4	2
TWEAK Fn14 block	-31	1	-22	10	19	-6	9	-19	-46	15	-5
NOD2-RIPK2 inh	-16	5	-3	-10	10	4	-8	-4	-9	-2	5
TLR9-MyD88 inh	3	-9	2	0	0	6	-5	0	-25	2	-1
Exocytosis inh	4	4	0	1	-3	7	0	-2	19	-2	-3
TROY signal inh	-62	-1	-14	69*	-28	-2	-8	-33	-98	-10	-3
SRC1 inh	-18	-1	-10	-15	0	10	-6	-134	-41	-24	-2
SRC2 inh	-54	6	-4	0	-3	16	0	-27	nt	-2	-9
NR2F2 inh	-16	15	2	-6	13	-8	-9	-28	nt	2	11
LRH-1 inv ag	-16	7	0	7	21	-2	-5	-100	-28	21	11

Sorted by the number under SRC3 inh (lowest first): 4 of the compounds above
no.	Structure	SRC3 inh
38	O=C(Nc1ccc(-c2cn3c(n2)SCC3)cc1)c1ccco1	-44
39	CN(C)c1c2ccccc2nc2c(F)c(F)c(F)c(F)c12	-35
37	CCN(CC)C(=O)Cn1cc(C(=O)C(=O)NCCCN2CCOCC2)c2ccccc21	-25
40	O=C(CN1CCOc2ccccc21)NC1CCCCCCC1	-4

Some of the compounds tested; the hit share may differ from the screen's.
